Screening results: PubChem BioAssay, several laboratories
TAAR1 agonist: human TAAR1 agonists, primary screen, Fluo-8 calcium fluorescence, CHO RD-HGA16 cells. vehicle wells 0%, saturating PEA agonist 100%. activation, % at 3 µM. 0.99% of 360,000 active. AID 624467, 2012;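 active = activation above the mean activation of all test compounds in the run plus 3 SD, cut at about 38% in these data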
Target sequence (Q96RJ0 whole entry, looked up): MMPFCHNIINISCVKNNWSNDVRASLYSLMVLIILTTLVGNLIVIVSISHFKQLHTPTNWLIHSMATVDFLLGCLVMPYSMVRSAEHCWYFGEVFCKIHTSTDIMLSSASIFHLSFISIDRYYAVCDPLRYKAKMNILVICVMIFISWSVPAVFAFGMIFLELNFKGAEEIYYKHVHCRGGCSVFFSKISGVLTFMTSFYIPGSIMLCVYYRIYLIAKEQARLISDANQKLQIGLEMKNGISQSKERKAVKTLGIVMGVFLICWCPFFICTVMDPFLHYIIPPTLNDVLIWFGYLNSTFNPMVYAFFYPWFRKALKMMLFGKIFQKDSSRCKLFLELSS
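Signal – calcium-sensitive Fluo-8 signal, excitation 470-495, emission 515-575 nm · System – RD-HGA16 (CHO) cells co-expressing Gα16 and hTAAR1 · Incubation – 17-24 h seeding, 75 min 37 °C dye, 30 min RT · Compound dosing – 3 µM single concentration · Repeats – no replicates (n 1)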
CHO-K1 Ca PAM: nonselective calcium activators in parental CHO-K1 cells, primary screen, counter-screen for M1 PAM project, cell-based, Fluo-8 calcium fluorescence, full deck, 1536-well; ATP EC20; 0% at ATP EC20, 100% at ATP max; activation, % at 3 µM; 0.02% of 360,000 active; AID 602247, 2012;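 active = activation above the run cutoff, the mean activation of all test compounds plus 3 SD, cut at about 40% in these data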;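 note: peak over basal fluorescence ratio in a 140 s read after ATP addition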
CRFBP-R2 block: antagonists of CRF-BP/CRF-R2 complex, primary screen, cell-based, HEK293, calcium dye fluorescence, uHTS; CRF-induced calcium fluorescence; inhibition, % at 11.8 µM; 0.59% of 350,000 active; AID 588475, 2011;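 active = inhibition of the ligand-induced calcium signal above about 50% at the single tested concentration, limit read from the data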
CHRM5 agonist: human M5 muscarinic receptor agonists, primary screen, CHO-K1 cells, Fluo-8 calcium fluorescence; activation, % at 3 µM; 0.19% of 360,000 active; CHO-K1 hM5 cells; 0% DMSO wells, 100% maximal acetylcholine response; AID 624037, 2012;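 active = activation above the run's mean over test compounds plus 3 SD, cut at about 23% in these data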;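 note: signal is peak over basal fluorescence ratio across the kinetic read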
CRFBP-R2 agonist: agonists of CRF-BP/CRF-R2 complex, primary screen, cell-based, HEK293, calcium dye fluorescence, uHTS | CRF-binding protein / CRF receptor 2 complex (human) | calcium dye fluorescence (FLIPR); percent of saturating CRF peptide response | activation, % at 13.2 µM | 0.46% of 350,000 active;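 active = activation of at least 50%, plus an integration ratio under a set limit after plate pattern correction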;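 note: plate controls were neutral control wells without compound for no effect and CRF at EC100 for full effect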
M4 PAM: human M4 muscarinic receptor positive allosteric modulators, primary screen, CHO-K1 cells, Fluo-8 calcium fluorescence. CHO-K1 hM4/Gqi5, ACh EC20; 0% = ACh EC20, 100% = maximal ACh. 0.4% of 360,000 active. activation, % at 3 µM. Muscarinic acetylcholine receptor M4 (Homo sapiens), P08173;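 active = activation above its plate's cutoff, the mean activation of sample wells plus 3 SD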; note: some results filed as inactive read as strong as hits
Target sequence (P08173 whole entry, looked up): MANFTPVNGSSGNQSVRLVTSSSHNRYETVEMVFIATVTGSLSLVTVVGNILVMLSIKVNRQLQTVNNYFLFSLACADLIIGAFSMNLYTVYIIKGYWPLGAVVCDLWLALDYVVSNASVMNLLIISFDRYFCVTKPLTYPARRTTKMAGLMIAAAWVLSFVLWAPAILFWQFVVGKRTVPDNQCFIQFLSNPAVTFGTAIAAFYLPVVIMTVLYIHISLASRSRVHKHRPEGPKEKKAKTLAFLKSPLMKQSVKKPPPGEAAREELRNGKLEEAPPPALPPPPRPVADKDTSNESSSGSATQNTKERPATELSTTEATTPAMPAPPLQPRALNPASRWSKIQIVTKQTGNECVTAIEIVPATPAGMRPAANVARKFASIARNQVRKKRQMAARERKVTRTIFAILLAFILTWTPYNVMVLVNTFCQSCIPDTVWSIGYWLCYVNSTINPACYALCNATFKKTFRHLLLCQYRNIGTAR
TAAR1 antag: human TAAR1 antagonists, primary screen, Fluo-8 calcium fluorescence, CHO RD-HGA16 cells; 1.5% of 360,000 active; inhibition, % at 3 µM; antagonist;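 active = inhibition above a per-plate cutoff, the mean inhibition of test compounds on that plate plus 3 SD, cut at about 49% in these data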;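 note: 0% = DMSO plus EC80 beta-PEA response and 100% = DMSO alone without agonist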
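test system = CHO RD-HGA16 cells bearing hTAAR1 | replication = singlicate | controls = DMSO-only wells and EC80 β-PEA-stimulated wells | reagent = EC80 β-phenethylamine stimulus | read-out basis = percent inhibition of PEA-evoked calcium signal, max/basal emission ratio | schedule = seeding 17-24 h prior, 75-min 37 °C, 30-min RT dye loading | signal = kinetic Fluo-8 calcium fluorescence measurement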
M5 antag: human M5 muscarinic receptor antagonists, primary screen, CHO cells, Fluo-8 calcium fluorescence. Muscarinic acetylcholine receptor M5 (Homo sapiens), P08912. CHO-hM5 cells, ACh EC80. inhibition, % at 3 µM. 0.59% of 360,000 active. AID 624040, 2012;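 active = inhibition above a per-plate cutoff, the mean of that plate's test compounds plus 3 SD, cut at about 27% in these data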;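 note: 0% = acetylcholine EC80 with DMSO and 100% = DMSO without agonist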
CHRM5 PAM: human M5 muscarinic receptor positive allosteric modulators, primary screen, CHO-K1 cells, Fluo-8 calcium fluorescence | Muscarinic acetylcholine receptor M5 (Homo sapiens), P08912 | CHO-K1 hM5, ACh EC20 PAM; 0% = ACh EC20, 100% = ACh EC100 | activation, % at 3 µM | 0.3% of 360,000 active;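 active = activation above the run cutoff, the mean activation of all test compounds plus 3 SD, cut at about 18% in these data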
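Assay system: CHO-K1 hM5 cells / Incubation: Fluo-8 loading 80 min at 37 °C plus 30 min room temperature / Technique: Fluo-8 calcium dye fluorescence, kinetic read / Repeats: single replicate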
Numbers without * were called inactive; x = no result given. Outcome played no part in choosing rows; 4.2% or so of the library scored in one or more.

compound	TAAR1 agonist	CHO-K1 Ca PAM	CRFBP-R2 block	CHRM5 agonist	CRFBP-R2 agonist	M4 PAM	TAAR1 antag	M5 antag	CHRM5 PAM
CC(C)(C#N)NC(=O)C1CCCN1S(=O)(=O)c1ccc2ccccc2c1 (stereo unspecified)	2	-1	-16	-2	-1.2	-7	16	14	-3
O=C(c1ccccc1)c1cc([N+](=O)[O-])ccc1N1CCOCC1	-1	25	3	-3	-1.4	-3	-5	-1	2
CC(=O)N1CC(C)Oc2ccc(S(=O)(=O)Nc3ccc(Cl)cn3)cc21 (stereo unspecified)	1	22	-2	-4	4.2	-1	-17	12	-5
Cc1c(C(c2cccs2)c2c(C)n(C)n(-c3ccccc3)c2=O)c(=O)n(-c2ccccc2)n1C	2	12	-7	3	-1.9	-5	-25	6	-1
CCOC(=O)CCc1c(C)nc(SCc2ccc(C(=O)O)cc2)c(C#N)c1C	2	16	4	-3	-2.0	-5	-21	-5	3
Cc1sc2ccccc2c1CNC[C@H]1O[C@@H](n2ccc(=O)[nH]c2=O)[C@H](O)[C@@H]1O	3	-6	x	2	x	9	0	-8	3
COc1ccc(-c2c(C)nn3c(N)c(-c4ccccc4)cnc23)cc1OC	-4	-7	-17	-1	-1.1	4	-9	-19	4
O=C(O)/C(=C\c1cccc([N+](=O)[O-])c1)c1ccc(S(=O)(=O)N2CCCCC2)s1	-1	19	18	0	-2.9	-4	-25	2	-2
COc1ccc([N+](=O)[O-])cc1NC(=O)C1CCCCC1C(=O)O (stereo unspecified)	1	-1	5	0	-1.2	3	4	-7	4
O=C(O)c1ccc(NS(=O)(=O)Cc2ccc(Cl)c(Cl)c2)cc1	2	16	2	1	-2.4	4	6	20	-7
CCN1CCN(C(c2cccs2)C(C)NC(=O)C(C)C)CC1 (stereo unspecified)	1	8	-12	4	6.9	-8	-11	2	-15
COc1ccc(C(=O)c2coc(-c3ccccc3C(=O)O)c2C(=O)O)cc1	1	5	-11	0	0.4	6	-18	2	2
Cc1ccc(C)c(N2CCN(C(C(=O)NC3CCCC3)C(C)C)CC2)c1 (stereo unspecified)	-1	x	x	3	x	1	-13	1	2
O=C(c1ccco1)N1CCC(c2nc3c(nnn3Cc3ccc(F)cc3)c(=O)[nH]2)CC1	-3	7	-1	-2	0.1	-1	13	-2	5
Cc1c(NS(=O)(=O)c2ccc(C(=O)NCc3ccc(F)cc3)cc2)c(=O)n(-c2ccccc2)n1C	2	9	-2	-3	-0.1	-2	15	1	9
Cc1ccc(N2C(=O)Nc3cc(Cl)c(Cl)cc3N2O)cc1Cl	4	-12	-7	3	-3.2	4	8	-17	3
O=C(CSc1n[nH]c(-c2ccc(Br)cc2)n1)NC1CCCC1	43*	-7	-8	3	-1.0	-3	67*	13	-19
O=C(Nc1ccncc1)c1ccc(Cl)c(Cl)c1	56*	-16	-11	22	-0.3	-7	1	-25	-3
Cc1cc(C(=O)CN2C(=O)C(=O)N(Cc3ccccc3)C2=O)c(C)n1CC1COc2ccccc2O1 (stereo unspecified)	11	5	-17	1	2.1	-2	21	8	5
CCCCNC(=O)C1CCN(S(=O)(=O)c2cnc[nH]2)CC1	8	7	-4	-1	-1.1	-1	-10	2	-4
CCCNS(=O)(=O)c1ccc(NC(=O)Cc2cccs2)cc1	11	27	-31	-2	0.8	-4	3	-3	4
C/C(=C\c1ccco1)C1C(C#N)=C(N)Oc2n[nH]c(-c3ccccc3)c21 (stereo unspecified)	23	-6	4	-1	-1.1	-6	-9	2	0
COc1ccc(NS(=O)(=O)c2cc(N=Nc3c(O)[nH]c(=O)[nH]c3=O)ccc2Cl)cc1	0	12	0	1	0.2	2	-10	-4	3
COc1ccc(Cl)cc1N1C(=O)[C@@H]2C(c3cccc(OC)c3OC)=NO[C@@H]2C1=O	11	-4	-15	-2	6.4	-6	-6	0	-11
Nc1ncnc2c1ncn2[C@@H]1O[C@H](COP(=O)(O)O)[C@@H](O)[C@H]1O	3	26	-15	-1	-0.8	-13	-20	9	-18
CCCn1nc(C(=O)NNC(=O)C2CSC3(C)CCC(=O)N23)c2ccccc2c1=O (stereo unspecified)	1	13	6	2	-0.4	7	-22	5	2
N#CC1=C(N)Oc2n[nH]c(-c3ccc(F)cc3)c2C1c1cccc(OC(=O)N2CCOCC2)c1 (stereo unspecified)	6	1	0	-1	-0.5	3	9	-9	9
CC(C)(C)C1CCC(OC(=O)C[N+]2(C)CCCCC2)CC1 (stereo unspecified)	2	20	-11	-14	-0.2	-11	-5	12	-4
COCCCNc1nc2nonc2nc1N(C)CC1CCCN1C (stereo unspecified)	1	14	6	-5	7.8	8	-2	-1	11
COc1ccc(CNC(=O)C2CC(c3ccccc3[N+](=O)[O-])=NO2)cc1 (stereo unspecified)	4	-9	12	-3	-1.9	10	-1	8	1

Other entries follow:
Screens in order: TAAR1 agonist	CHO-K1 Ca PAM	CRFBP-R2 block	CHRM5 agonist	CRFBP-R2 agonist	M4 PAM	TAAR1 antag	M5 antag	CHRM5 PAM
> Cc1ccccc1NC(=O)N1C2CCCC1CC(NC(=O)C1CC1)C2 (stereo unspecified)
  4	6	-5	-13	2.2	-3	10	-4	-6
> CN(CC(=O)Nc1ccc(F)c(F)c1F)C(=O)C1CCCCC1
  4	21	-10	3	1.5	4	-22	11	-1
> COC(=O)[C@@H](Cc1ccc(O)cc1)NC(=O)[C@H]1CCC(=O)N1C(=O)OCc1ccccc1
  7	8	7	2	-1.9	4	-9	2	1
> CCN1CCN(CCC(=O)Nc2cc(C)ccc2C)CC1
  1	11	5	2	-1.1	0	-14	0	-2
> C=CCOC(=O)c1sc(NC(=O)c2ccc(OC)cc2)nc1C
  0	32	7	-1	-0.4	8	-3	6	4
> O=C(O)c1ccccc1NCc1ccsc1
  2	-17	10	-3	-0.4	3	-6	3	0
> O=C(NC(=S)Nc1ccccc1Cl)C1CC1
  7	-1	-6	7	-0.8	3	3	-5	4
> C[C@H](NC(=O)c1ncn2c1C(=O)N[C@@H](C)C2)C(=O)OC(C)(C)C
  4	-4	-7	1	0.2	-5	-6	10	-4
> COc1cc(/C=C2\SC(=S)N(c3cccnc3)C2=O)ccc1O
  17	7	-1	9	8.6	-23	21	12	-6
> O=C(O)C1CCC(CNCc2ccccc2Cl)CC1 (stereo unspecified)
  4	6	17	0	-3.8	15	-12	7	4
> COC(=O)c1c(NC(=O)/C=C/c2ccc3c(c2)OCO3)sc(C)c1C
  2	19	23	0	-1.6	4	-22	2	2
> O=C(c1noc2c1CCCC2)N1CCc2c([nH]c3ccccc23)C1c1ccccn1 (stereo unspecified)
  9	5	-19	-3	-2.2	-5	-2	-3	1
> CC(Sc1ccc([N+](=O)[O-])cn1)C(=O)Nc1nccs1 (stereo unspecified)
  1	23	-15	-4	-0.5	5	10	4	-4
> Nc1ccc(S(=O)C(F)(F)F)cc1 (stereo unspecified)
  -1	23	4	-1	0.3	1	7	2	-1
> CCCN(CC(=O)Nc1ccccc1OC)C(=O)c1ccc(S(=O)(=O)Nc2ccccc2OC)cc1
  7	-6	-12	1	0.1	-7	19	7	-9

Another view of some results above:
> O=C(O)C1CCC(CNCc2ccccc2Cl)CC1 (stereo unspecified)
  TAAR1 agonist: 4
  CHO-K1 Ca PAM: 6
  CRFBP-R2 block: 17
  CHRM5 agonist: 0
  CRFBP-R2 agonist: -3.8
  M4 PAM: 15
  TAAR1 antag: -12
  M5 antag: 7
  CHRM5 PAM: 4

> COC(=O)c1c(NC(=O)/C=C/c2ccc3c(c2)OCO3)sc(C)c1C
  TAAR1 agonist: 2
  CHO-K1 Ca PAM: 19
  CRFBP-R2 block: 23
  CHRM5 agonist: 0
  CRFBP-R2 agonist: -1.6
  M4 PAM: 4
  TAAR1 antag: -22
  M5 antag: 2
  CHRM5 PAM: 2

Additional structures follow.
Screens in order: TAAR1 agonist	CHO-K1 Ca PAM	CRFBP-R2 block	CHRM5 agonist	CRFBP-R2 agonist	M4 PAM	TAAR1 antag	M5 antag	CHRM5 PAM
> C/C(=N\O)C(C)NC(=O)c1ccccc1 (stereo unspecified)
  3	4	9	1	0.4	2	-27	-9	4
> C=CCOc1ccc(CNn2nnnc2N)cc1
  1	12	-6	-1	-1.6	1	-4	5	-4
> Cc1ccc(C(C(=O)NC2CCCC2)N(Cc2ccc3c(c2)OCO3)C(=O)Cc2cccs2)cc1 (stereo unspecified)
  10	13	-3	1	3.5	-3	66*	1	-4
> CCOC(=O)c1c(/N=C/N(C)C)sc(/C=N/Nc2ccccc2)c1-c1ccc(Cl)cc1
  0	5	-16	2	2.9	0	21	6	3
> Cc1ccc(-c2nn3c(C)nnc3s2)cc1NC(=O)c1ccc(Br)o1
  0	-7	15	1	-1.9	-4	-6	9	-4
> O=C1C2C3c4ccccc4C(Br)(c4ccccc43)C2C(=O)N1c1ccccc1O (stereo unspecified)
  3	12	7	-2	0.4	18	-12	-2	1

Sorted by molar mass (high to low): part of the list above.
Screens in order: TAAR1 agonist	CHO-K1 Ca PAM	CRFBP-R2 block	CHRM5 agonist	CRFBP-R2 agonist	M4 PAM	TAAR1 antag	M5 antag	CHRM5 PAM
> CCCN(CC(=O)Nc1ccccc1OC)C(=O)c1ccc(S(=O)(=O)Nc2ccccc2OC)cc1
  7	-6	-12	1	0.1	-7	19	7	-9
> Cc1ccc(C(C(=O)NC2CCCC2)N(Cc2ccc3c(c2)OCO3)C(=O)Cc2cccs2)cc1 (stereo unspecified)
  10	13	-3	1	3.5	-3	66*	1	-4
> Cc1ccc(-c2nn3c(C)nnc3s2)cc1NC(=O)c1ccc(Br)o1
  0	-7	15	1	-1.9	-4	-6	9	-4
> C/C(=N\O)C(C)NC(=O)c1ccccc1 (stereo unspecified)
  3	4	9	1	0.4	2	-27	-9	4
